# AddAB inh: growth inhibition of E. coli expressing H. pylori AddAB, primary screen, AddAB inhibitor project, absorbance. AID 435030, 2010. inhibition, % at 11.9 µM. 330,000 compounds, 0.29% hits; in the data active = inhibition above about 12%;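 note: 0% = vehicle wells of infected cells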
# OPRM1-OPRD1 ag: agonists of OPRM1-OPRD1 heterodimerization, primary screen, cell-based, luminescence; 340,000 compounds, 0.3% hits; activation, % at 9.3 µM; cells; Mu-type opioid receptor (Homo sapiens) + Delta-type opioid receptor (Homo sapiens), …; in the data active = activation above about 18%;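 note: 0% = vehicle-treated cells and 100% = reference agonist; values of inactives mirror those of a sister screen read the other way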
# Ecoli viability: E. coli V3065 growth inhibition, primary screen, counter-screen for AddAB inhibitor project, absorbance, OD600 | 18 h | inhibition, % at 11.9 µM | 330,000 compounds, 0.27% hits | AID 449728, 2010;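 active = inhibition above the campaign's mean inhibition across all tested compounds plus 3 SD, cut at about 9.9% in these data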;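 note: uninfected addAB+ strain grown without phage in ampicillin broth; 0% = DMSO wells and 100% = ciprofloxacin 0.95 µg/ml wells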
# MOR-DOR inv ag: inverse agonists of MOR-DOR heterodimerization, primary screen, cell-based, luminescence. Mu-type opioid receptor (Homo sapiens) + Delta-type opioid receptor (Homo sapiens), …. cell-based MOR-DOR heterodimer luminescence, inverse agonism. inhibition, % at 9.3 µM. 340,000 compounds, 0.21% hits. AID 504357, 2011; in the data active = inhibition above about 22%, passing the limit was not always enough;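 note: 0% = cells with DMSO and 100% = wells without cells with DMSO; values of inactives mirror those of a sister screen read the other way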
# SUMO Mot1 rescue: yeast Mot1-301 growth rescue at high temperature, primary screen, SUMOylation pathway inhibitor project, S. cerevisiae, ATP luminescence, 38.5C. S. cerevisiae Mot1-301 growth rescue; percent above DMSO median, 100 means doubled. growth rescue, % at 18.8 µM. 320,000 compounds, 1% hits. AID 2716, 2010;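 active = every valid replicate shows activation above 250% relative to neutral control wells; inactive = the rest, any valid replicate at or below 250%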;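 note: OY570 slx delta 5 strain wells were the positive control but not used for scaling; some compounds called inactive have numbers as strong as hits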
# Tat transport: E. coli Tat export inhibitors, primary screen, MC4100, TorA-mCherry reporter, fluorescence, single point. inhibition, % at 10 µM. AID 488895, 2010. 340,000 compounds, 0.036% hits;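 active = mean replicate inhibition at least 50% and at least half of replicates individually reaching 50%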;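 note: exported cargo escapes ClpAP degradation while cytoplasmic cargo is degraded and loses fluorescence; 0% = median of neutral control wells and 100% = median of NaSCN control wells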
# PKA-R2B act: activators of PKA-R2B holoenzyme, primary screen, biochemical, fluorescence polarization, Cy5-IP20, human | cAMP-dependent protein kinase catalytic subunit beta (Homo sapiens) + cAMP-dependent … | PKA-R2B holoenzyme dissociation; R2B truncated from residue 108, S112A mutant; 0% DMSO only, 100% 113 µM cGMP | activation, % at 11.4 µM | 340,000 compounds, 0.079% hits;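 active = activation above a cutoff set at the mean over all compounds plus 3 SD, cut at about 18% in these data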;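 note: higher means more holoenzyme dissociation and a rise in polarization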
# Target sequence (P31323 whole entry, looked up, other chains not shown, the tested form may be a part): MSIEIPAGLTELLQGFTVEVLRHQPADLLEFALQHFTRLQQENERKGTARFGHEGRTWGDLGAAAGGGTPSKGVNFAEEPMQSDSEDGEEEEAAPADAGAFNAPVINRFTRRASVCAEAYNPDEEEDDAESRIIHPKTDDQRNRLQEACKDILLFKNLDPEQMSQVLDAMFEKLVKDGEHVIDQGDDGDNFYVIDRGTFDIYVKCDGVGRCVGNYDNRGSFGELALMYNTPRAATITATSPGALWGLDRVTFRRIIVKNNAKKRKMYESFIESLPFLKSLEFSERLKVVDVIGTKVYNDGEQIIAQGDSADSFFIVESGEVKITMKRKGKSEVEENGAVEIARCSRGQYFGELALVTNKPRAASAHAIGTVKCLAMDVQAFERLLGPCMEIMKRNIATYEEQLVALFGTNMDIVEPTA
# PKA-R1A activ: activators of PKA-R1A holoenzyme, primary screen, biochemical, fluorescence polarization, Cy5-IP20, bovine R1A, mouse PKAc. cAMP-dependent protein kinase type I-alpha regulatory subunit (Bos taurus) + …. PKA-R1A dissociation; scaled: DMSO 0%, 113 µM cGMP 100%. activation, % at 11.4 µM. 340,000 compounds, 0.083% hits;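 active = percent activation above the mean of all tested compounds plus 3 SD, cut at about 19% in these data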;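 note: higher means more PKAc released from R1A so a rise in polarization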
# phage Ecoli inh: growth loss of phage-infected E. coli, primary screen, RecBCD inhibitor project, absorbance, with phage, HTS | inhibition, % at 11.9 µM | 360,000 compounds, 0.26% hits; in the data active = inhibition above about 11%
# PfHsp90 set2: growth inhibition of PfHsp90-expressing yeast, primary screen, antimalarial PfHsp90 inhibitor project, S. cerevisiae, BacTiter-Glo luminescence, single point, set 2 | BacTiter-Glo ATP, 48 h; yeast lacking PDR1 and PDR3 efflux regulators | inhibition, % at 9.4 µM | 310,000 compounds, 0.32% hits | AID 504621, 2011;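 active = every replicate shows inhibition above about 80%, whatever the replicate mean, limit read from the data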;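 note: 0% = DMSO neutral controls and 100% = 20 µM radicicol positive controls; yeast relying on Plasmodium falciparum Hsp90 in place of its own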
# HTR5A inv ctr: HTR5A inverse agonists in luminescence cell assay, primary screen, counter-screen for OPRM1-OPRD1 heterodimer inverse agonist project, full-deck HTS; 340,000 compounds, 0.083% hits; HTR5A cell line, inverse agonism; 5-hydroxytryptamine receptor 5A (Homo sapiens), P47898; inhibition, % at 9.3 µM; in the data active = inhibition mostly above about 23%, no sharp cut-off; inactive = mostly below about 18%;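 note: 0% = cells with DMSO and 100% = no-cell wells with DMSO; some compounds called inactive have numbers as strong as hits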
# Target sequence (P47898 whole entry, looked up): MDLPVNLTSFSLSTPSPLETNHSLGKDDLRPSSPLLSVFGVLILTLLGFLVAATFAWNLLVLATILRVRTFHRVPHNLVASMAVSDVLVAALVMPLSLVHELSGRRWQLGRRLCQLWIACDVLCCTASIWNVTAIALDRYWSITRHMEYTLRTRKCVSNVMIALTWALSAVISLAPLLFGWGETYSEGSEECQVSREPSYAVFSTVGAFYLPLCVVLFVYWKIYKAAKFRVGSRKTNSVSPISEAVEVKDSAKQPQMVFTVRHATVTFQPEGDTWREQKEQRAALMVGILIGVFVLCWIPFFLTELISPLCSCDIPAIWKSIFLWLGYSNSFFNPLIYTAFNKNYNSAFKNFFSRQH
# Numbers without * were called inactive; / = not tested or not shown.
SMILES,AddAB inh,OPRM1-OPRD1 ag,Ecoli viability,MOR-DOR inv ag,SUMO Mot1 rescue,Tat transport,PKA-R2B act,PKA-R1A activ,phage Ecoli inh,PfHsp90 set2,HTR5A inv ctr
N#Cc1nc(-c2ccc(OCc3ccccc3)cc2)oc1NCCCn1ccnc1,0.2,-0.1,0.4,0.6,147.8,6.0,9.3,-0.9,2.1,-10.4,-8.9
Cn1c(=O)c2[nH]c(CCCCCCCCc3nc4ccccc4[nH]3)nc2n(C)c1=O,/,3.7,/,-18.3,/,-0.3,-4.6,3.4,2.3,/,6.3
CC(C)c1ccccc1NC(=O)CNCCOc1ccccc1F,-2.4,0.1,0.2,-0.4,21.0,7.4,-6.9,-5.9,3.7,-1.9,5.1
CCCC(C)NC(=O)CN1C(=O)c2cccc3cccc1c23 (stereo unspecified),2.9,-2.9,1.6,14.6,344.6,-5.7,7.0,6.6,1.9,0.9,12.5
CCOc1cccc(OCCOCCN2CCCC2)c1,0.9,-0.8,0.2,4.6,31.8,7.2,-1.5,0.4,3.7,-0.5,7.9
CCOC(=O)c1c(NC(=O)c2ccoc2C)sc(C)c1C,0.5,-2.0,-1.1,10.2,-13.8,-5.5,-7.8,-15.0,1.2,-0.5,3.8
COC(=O)C1CCN(C(=O)CSc2nnc(-c3ccncc3)o2)CC1,-1.0,-3.2,-1.3,17.9,312.0*,-11.0,-2.4,-6.3,2.6,11.1,11.8
Cc1c(NC(=O)OCCSc2nc(N(C)C)nc(N(C)C)n2)sc(=S)n1C,4.1,-2.0,0.1,12.5,-8.1,-3.0,-1.9,-13.7,1.7,-2.3,-0.6
CCN(Cc1ccccc1)C1CCN(Cc2ccccc2)CC1,3.3,2.1,-0.9,-10.2,13.1,-1.7,-0.9,-1.6,/,12.2,7.0
COc1cc(OC)nc(NC(=S)NC(=O)c2ccccc2)n1,3.2,0.6,1.1,-3.2,0.9,3.9,1.4,9.7,-0.1,-3.5,-3.9
NC(=O)c1ccccc1NC(=S)NC(=O)c1ccc(Br)o1,1.9,-3.5,3.1,21.9,-10.0,-4.5,0.5,-2.5,2.6,-0.8,12.2
Clc1ccc(CSc2nc3ccncc3[nH]2)cc1,-0.5,-1.2,0.4,7.3,-21.5,3.8,-5.1,-1.0,4.2,26.8,11.0
Cc1ccc(S(=O)(=O)Nc2ccc(C(=O)NC3CC3)cc2)cc1,-1.1,-4.1,2.9,16.9,11.3,-2.6,8.3,-2.0,2.4,-4.3,-4.8
O=C1CSC(=S)N1N=Cc1ccc(Cl)s1,/,0.8,/,-3.4,/,-8.5,-14.3,3.9,-0.5,-12.4,-5.7
CCOC(=O)C1=CN(Cc2cccc(F)c2)S(=O)(=O)N(CC)C1c1ccc(C(F)(F)F)cc1 (stereo unspecified),1.1,-2.3,0.0,11.7,/,-2.3,-5.3,-5.3,0.6,2.8,6.5
Cc1ccc(C(=O)N/N=C\c2ccc(-c3ccc(Cl)cc3)o2)cn1,-0.4,0.7,-3.2,-3.7,24.8,-3.7,-1.9,0.5,3.1,9.8,-23.4
O=C(N=Nc1c(O)n(Cc2ccccc2)c2ccccc12)c1ccc(O)cc1,1.7,-0.6,-0.7,2.6,-17.7,-2.4,-5.7,-1.1,2.4,-24.4,7.7
O=C(CCNc1ccc(Cl)c(C(F)(F)F)c1)c1ccco1,0.7,1.8,-1.6,-10.1,-3.3,8.4,6.0,1.2,-1.1,1.1,0.4
Clc1ccccc1-c1nc2ccccc2[nH]1,5.9,-0.9,1.0,4.5,32.2,-4.9,-2.9,-8.1,2.7,9.0,4.9
CC(C)(C)C1(C)OC(C(N)=O)C(C(N)=O)O1 (stereo unspecified),2.0,-3.0,1.6,17.4,-6.9,3.3,-2.9,-0.8,3.2,-5.5,-10.8
Cc1ccccc1OCC(=O)NCCCNC(=O)c1cccnc1,4.2,-1.0,1.9,6.2,14.7,-3.8,-6.7,3.2,0.8,-4.5,-7.4
CCN(CC)C(=O)C[n+]1cccc(C(N)=O)c1,3.2,-1.0,-0.7,6.9,-5.6,1.0,-3.2,-10.1,3.9,12.8,5.3
CCOCCc1nnc(NC(=O)CCc2ccccc2)s1,0.2,-0.3,-2.3,1.9,7.6,-6.3,-6.6,4.8,0.7,-12.3,9.9
CC1CC2=C(NC(=S)NC2c2cccc(F)c2)/C(=C/c2cccc(F)c2)C1 (stereo unspecified),/,1.0,/,-5.0,/,-8.4,-1.9,-5.9,2.2,-12.6,-1.5
Cc1cc2n(n1)SC(Nc1ccc(F)cc1)N2 (stereo unspecified),3.4,-1.7,0.6,8.7,-2.7,-8.1,-11.6,-2.7,2.3,2.5,-2.2
# New compounds follow
SMILES,AddAB inh,OPRM1-OPRD1 ag,Ecoli viability,MOR-DOR inv ag,SUMO Mot1 rescue,Tat transport,PKA-R2B act,PKA-R1A activ,phage Ecoli inh,PfHsp90 set2,HTR5A inv ctr
O=C(O)c1cc(Br)ccn1,5.0,-1.0,-0.9,7.4,-4.8,-17.4,-5.7,8.6,6.0,41.3,18.4
COc1ccc(CCNS(=O)(=O)c2cc(/C=C/C(=O)O)ccc2C)cc1OC,2.4,-1.6,-2.1,8.6,5.4,4.1,1.7,-2.2,4.0,10.0,-10.6
CN(C)c1nc(N)nc(-c2cccnc2)n1,3.9,-1.9,-0.4,8.5,-3.4,-0.3,-13.6,-2.6,1.1,-7.3,6.4
COc1ccccc1CNC(=O)COC(=O)C1CCN(c2ccc(C(F)(F)F)cn2)CC1,1.0,4.7,-0.8,-31.4,-7.9,-0.6,-8.8,-3.1,-0.2,-2.7,-7.8
COc1ccc(CNC(=S)Nc2cccc(C)c2)cc1,0.9,0.7,0.5,-3.0,1.5,-4.1,-10.8,-6.4,0.3,6.4,1.8
O=C(O)Cc1ccc2oc(-c3ccccn3)nc2c1,-0.2,-2.8,0.2,12.5,11.0,-0.6,-7.9,-2.8,0.5,-4.4,-8.4
O=C(CSc1ccc(/C=N/NC(=O)c2cccc(F)c2)o1)Nc1ccccc1,0.3,3.1,0.4,-18.4,32.8,4.3,-0.7,-5.6,2.1,-3.4,-5.8
CC(=O)NC(Cc1ccccc1F)C(=O)NC1CCN(C(=O)NCc2ccccc2)CC1 (stereo unspecified),-0.5,-0.4,-0.8,2.0,-2.6,-0.8,-4.8,2.4,-1.4,-8.0,-33.3
O=C(Cc1cccs1)N1CCC(c2nc3c(nnn3Cc3ccccc3Cl)c(=O)[nH]2)CC1,0.8,-0.4,-1.4,2.5,-5.3,4.6,-10.2,-5.8,1.4,/,28.5
CC(=O)c1cccc(Nc2ncnc3ccc(Br)cc23)c1,0.1,-0.5,0.0,2.7,2.4,-12.2,7.8,-2.9,2.0,-1.2,-10.1
COc1ccccc1NC(=S)N(C(C)C)C(C)c1ccccn1 (stereo unspecified),2.7,-1.8,-0.6,8.5,/,-10.6,4.3,5.8,1.2,/,13.4
CC(C)CC(=O)Nc1ccc(-c2nc3ccccc3c(=O)[nH]2)cc1,0.3,-1.1,1.1,5.7,-23.4,-9.1,-5.8,-6.5,2.7,-31.2,-0.9
CCCOc1ccc(S(=O)(=O)n2cc(F)c(=O)[nH]c2=O)cc1,13.1*,-2.1,6.4,11.2,-4.0,2.1,-2.8,3.9,3.3,0.2,-21.0
CCCCN(C(=O)c1ccc(S(=O)(=O)N(C)C)cc1)c1nc2ccccc2s1,0.6,-3.0,-3.0,15.2,-3.9,-1.2,-6.2,-12.0,2.4,-6.3,7.6
O=C(NNc1ccccc1[N+](=O)[O-])Nc1ccccc1,0.4,-0.6,-1.0,3.3,-23.0,-0.7,5.4,-14.8,/,/,7.3
Cc1ccc(CNC(=O)c2ccc(Cl)c(S(N)(=O)=O)c2)n1C,2.6,-2.8,-2.7,13.3,674.8,-9.1,6.8,2.8,-0.4,9.7,-0.6
CCOC(=O)NC(=O)CSc1ccccn1,-1.3,-1.4,-0.8,7.6,4.9,2.0,-8.1,-1.6,0.8,-15.1,-8.6
O=C(/C=C/c1ccco1)OCc1nnc(-c2ccc(Cl)cc2)o1,0.5,0.0,-0.2,0.2,-9.7,6.3,-4.5,-3.8,6.6,-24.8,6.4
O=C(NCc1ccc(F)c(F)c1)C1CCC(=O)N(CC2CCCCC2)C1 (stereo unspecified),3.0,-3.8,-0.9,20.8,-6.1,0.4,-9.2,-15.3,1.2,-13.3,-14.0
CC(C)NC(=O)Nc1ccc2c(c1)C(=O)N([C@H](C)CO)C[C@H](C)[C@@H](CN(C)C(=O)Nc1ccccc1)O2,3.1,0.9,2.0,-5.6,-13.9,-5.6,1.8,-9.6,2.9,21.5,4.8
O=C(CSCc1ccc(F)cc1)N1CCN(c2ccc(F)cc2)CC1,0.3,3.6,3.9,-18.4,-5.5,4.9,-0.6,6.3,5.0,/,-3.3
Cc1cc(NC(=O)CSc2nc(C(C)C)nc3sc4c(c23)CCCC4)no1,4.5,-2.4,-0.4,11.1,76.4,-3.9,-6.1,7.8,2.7,-13.5,-34.7
O=C(NCC(=O)c1ccccc1)OCc1ccc([N+](=O)[O-])cc1,2.1,-0.7,1.0,3.5,-12.7,-6.9,4.2,-5.8,0.4,-9.2,-14.6
NS(=O)(=O)c1ccc(NC(=O)CN2CCN(S(=O)(=O)c3cccs3)CC2)cc1,/,-3.6,/,18.8,/,4.0,-3.8,7.8,1.9,-1.6,2.6
Nc1ncnc2c1ncn2C1OC(CO)C(O)C1N (stereo unspecified),1.9,/,-1.3,/,-2.0,-6.4,3.2,-3.5,2.9,1.0,/
CCc1nc2ccccc2n1Cc1ccc(OC)c(OC)c1,1.9,-2.3,1.7,13.7,3.9,-6.4,-2.5,7.1,3.2,38.5,-21.3
CC1CCN(CC(=O)Nc2ccc(Cl)cc2[N+](=O)[O-])CC1,0.7,6.1,-3.3,-31.6,-27.0,8.1,-1.1,3.2,1.7,/,18.8
CCOc1nc(NCCc2ccc(OC)c(OC)c2)nc(NC(C)(C)CO)n1,1.8,-3.7,0.8,16.9,-9.2,-8.2,-10.4,-2.2,0.0,/,-15.8

# Printed as active in SUMO Mot1 rescue, of those listed so far:
structure	OPRM1-OPRD1 ag	MOR-DOR inv ag	SUMO Mot1 rescue	Tat transport	PKA-R2B act	PKA-R1A activ	phage Ecoli inh
COC(=O)C1CCN(C(=O)CSc2nnc(-c3ccncc3)o2)CC1	-3.2	17.9	312.0*	-11.0	-2.4	-6.3	2.6
